Assay outcomes: PubChem BioAssay, several laboratories
GPR35 antagonists: GPR35 antagonists blocking zaprinast-driven arrestin recruitment, primary screen, imaging, U2OS, beta-arrestin-GFP, zaprinast agonist (AID 2058); U2OS GPR35 beta-arrestin-GFP translocation imaging, zaprinast antagonism; higher % means a stronger effect; inhibition, % at 10 µM, or IC50 in µM where a hit was titrated; hit rate 0.052% among 290,000;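 active means inhibition of at least 50% with at least 30 cells and total cytoplasm GFP at most 10,000,000; inconclusive means under 30 cells or total GFP of 10,000,000 plus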
KOR beta-arrestin-1: kappa opioid receptor activators – cell-based, luminescence, uHTS, primary screen (AID 1777) | KOR beta-arrestin recruitment, luminescence; higher % means a stronger effect | activation, % at 10 µM, or EC50 in µM where a hit was titrated | hit rate 0.02% among 280,000; in the data active means activation above about 50%, passing the limit was not always enough; further: a part of the inactive calls stands beside numbers as strong as those of hits
GPR55 activation: GPR55 agonists via beta-arrestin recruitment, primary screen, imaging, U2OS cells, beta-arrestin-GFP redistribution (AID 1961); U2OS GPR55 beta-arrestin-GFP redistribution imaging; higher % means a stronger effect; activation, % at 10 µM; hits with a dose series show EC50 in µM; hit rate 0.048% among 290,000;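 active means activation above 40% with more than 50 cells counted in the well; inconclusive means wells holding fewer than 50 cells, flagged as toxic or sparse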;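 further: U2OS osteosarcoma cells stably expressing GPR55 and beta-arrestin-GFP; plate controls were DMSO negative control for no effect and LPI positive control for full effect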
KOR beta-arrestin-2: KOR antagonists, beta-arrestin recruitment, cell-based, luminescence, uHTS (AID 1778); KOR beta-arrestin recruitment, luminescence, antagonist mode; higher % means a stronger effect; one-dose inhibition, % at 10 µM; IC50 in µM for titrated hits; hit rate 0.091% among 290,000; in the data active means inhibition above about 50%; further: strong numbers were not always called active
MgcRacGAP inhibition: MgcRacGAP GTPase-activating activity inhibitors, confirmation, biochemical, ADP Hunter fluorescence; MgcRacGAP-stimulated Rac1 GTP hydrolysis, ADP Hunter fluorescence; higher % means a stronger effect; GST-tagged Rac1 F28L mutant substrate; inhibition, % at 30 µM, or IC50 in µM where a hit was titrated; hit rate 0.6% among 340,000;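 active means first-screen hits whose inhibition reached a set limit at any dose in the follow-up dose series; inconclusive means inhibition above the set first-screen limit but never retested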;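 further: fluorescence reports GDP produced by GAP-driven GTP hydrolysis; strong numbers were not always called active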
UTI89 phage lysis: protection from phage-mediated lysis, alamar blue read-out – E. coli UTI89, K1F phage, bacterial capsule biogenesis inhibitors (AID 488966); E. coli UTI89 K1F phage lysis, alamar blue, 2 h; higher % means a stronger effect; inhibition, % at 100 µM; hits with a dose series show IC50 in µM; hit rate 0.02% among 340,000;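 active means phage lysis inhibition, versus mean bacterial control, above a set limit; inconclusive means no clear call, values can overlap the other calls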;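 further: capsule biogenesis inhibitors block K1F phage lysis so surviving cells raise fluorescence; higher fluorescence means more inhibition of phage lysis; actives were called in the ten point dose series up to 300 µM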
GPR55 antagonists: inhibition of LPI-stimulated GPR55 beta-arrestin translocation – imaging, U2OS, beta-arrestin-GFP, LPI agonist, primary screen (AID 2013) | U2OS GPR55 beta-arrestin-GFP translocation imaging, LPI antagonism; higher % means a stronger effect | inhibition, % at 10 µM; hits with a dose series show IC50 in µM | hit rate 0.13% among 290,000;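 active means spots per cell inhibited over 60%, with over 100 cells counted and total cytoplasm intensity under 500,000; inconclusive means wells with under 100 cells, flagged as likely toxic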;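 further: U2OS cells stably carrying GPR55 and arrestin-GFP stimulated by 5 µM LPI near EC80; imaged beta-arrestin-GFP aggregate spots per cell after agonist stimulation; plate controls were LPI-stimulated DMSO wells for no effect and DMSO wells without LPI for full effect; some results filed as inactive read as strong as hits; confirmed hits need IC50 under 10 µM and bright autofluorescent wells are also inconclusive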
NTR1 ag: agonists of NTR1, primary screen, imaging, U2OS cells, beta-arrestin-GFP, high content (AID 493036); NTR1-U2OS beta-arrestin-GFP spot imaging, agonist mode; activation, % at 20 µM; hit rate 0.17% among 330,000;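 active means activation at or above 40% of the spot to cytoplasm intensity ratio, with at least 20 cells analyzed; inconclusive means wells under 20 cells, flagged as cytotoxic or low count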;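 further: 0% = DMSO without peptide and 100% = 100 nM NTR1 peptide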
Target sequence (P30989 whole entry, looked up): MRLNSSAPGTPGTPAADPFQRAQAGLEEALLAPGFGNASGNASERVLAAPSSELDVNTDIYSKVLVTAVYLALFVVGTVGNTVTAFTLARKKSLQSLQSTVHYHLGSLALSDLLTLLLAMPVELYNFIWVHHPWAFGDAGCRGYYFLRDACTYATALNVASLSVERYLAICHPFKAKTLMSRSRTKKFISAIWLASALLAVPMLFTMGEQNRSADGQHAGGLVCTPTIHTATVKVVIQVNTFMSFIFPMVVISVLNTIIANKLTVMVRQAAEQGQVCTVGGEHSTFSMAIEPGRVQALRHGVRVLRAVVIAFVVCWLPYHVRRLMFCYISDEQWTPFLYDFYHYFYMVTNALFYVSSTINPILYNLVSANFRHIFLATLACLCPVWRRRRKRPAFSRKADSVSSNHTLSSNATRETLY
NOD1 inhibition: NOD1 signaling inhibitors, primary screen, cell-based, luminescence, uHTS (AID 1578); hit rate 1% among 290,000; NOD1-driven NF-kB luciferase reporter cells, luminescence; higher % means a stronger effect; inhibition, % at 4 µM, or EC50 in µM where a hit was titrated; in the data active means inhibition mostly above about 36%, no sharp cut-off; inactive means mostly below about 34%;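 further: HEK-293T reporter cells stimulated with the NOD1 agonist gamma-tri-DAP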
NTR1 ag cell count 20 µM: further read-out of NTR1 ag, marked with its call; cell count; measured here: cell count, cytotoxicity flag
An asterisk follows results filed as active; ? = inconclusive; . = not tested or not shown; [ ] = remark or other dose. This is a subset; rates above refer to the full screens.

SMILES | GPR35 antagonists | KOR beta-arrestin-1 | GPR55 activation | KOR beta-arrestin-2 | MgcRacGAP inhibition | UTI89 phage lysis | GPR55 antagonists | NTR1 ag | NTR1 ag cell count 20 µM | NOD1 inhibition
O=C(c1cccc(F)c1)N1CCN(c2cc(N3CCCCC3)c(F)cc2[N+](=O)[O-])CC1 | 6% | -3.4% | 0.1% | -26% | 2% | 0.9% | 23% | 3.7 | 68 | -36%
CC(C)CCNC(=O)c1cn(CC(C)C)c(=O)c2c1c1ccccc1n2C | -4% | -2.9% | -0.2% | 5% | 11% | 0.0% | 3% | 1.8 | 82 | -5%
CCN(CC)S(=O)(=O)c1ccc(OC(C)C)c(NC(=O)c2c3c(nc4ccccc24)CCN(Cc2ccccc2)C3)c1 | 8% | 7.0% | -0.2% | -11% | 4% | 0.4% | 5% | 4.2 | 58 | 17%
Cc1ccc(NC(=O)c2ccccc2-c2ccccc2C(=O)O)cc1C | -12% | -1.9% | -0.1% | -9% | 4% | 0.1% | 4% | 0.0 | 98 | -42%
O=C(C1=C(O)C(=O)N(CC2CCCO2)C1c1cccnc1)c1ccco1 (stereo not given) | 16% | -2.9% | 0.2% | 21% | 12% | 0.7% | 5% | -1.7 | 43 | 4%
COc1ccc(-c2nnc(OCc3nc4ccccc4n3C)c3ccccc23)cc1 | -14% | -0.5% | 0.2% | -7% | 8% | 0.1%[50 µM] | 0% | 4.6 | 78 | -22%
COc1cccc(N2CCN(c3ccc4nnc(CCC(=O)Nc5cccc(C(C)=O)c5)n4n3)CC2)c1 | -10% | 0.3% | -0.3% | -16% | 11% | 0.5% | 2% | 1.8 | 49 | -12%
CCOC(=O)C1=C(C)Nc2ccccc2N=C1NC(=O)c1ccc(Cl)c(S(=O)(=O)N2CCCC2)c1 | 5% | -5.3% | 1.9% | 39% | 8% | -0.5% | 9% | 0.9 | 28 | 12%
Cc1cc(/C=C(\C#N)C(=O)NCc2ccco2)c(C)[nH]1 | 9% | -1.2% | -0.4% | 20% | 2% | 0.2% | -2% | -0.3 | 31 | -74%
COc1ccc(S(=O)(=O)N2CCCCC2)cc1NS(=O)(=O)c1cc(Cl)ccc1Cl | -14% | 2.4% | 0.9% | -22% | 4% | 3.4% | 3% | 1.2 | 52 | 26%
CCOC(=O)N1CCN(C(=O)CSCC(=O)Nc2nc(-c3ccc(-c4ccccc4)cc3)cs2)CC1 | 4% | 3.1% | -0.3% | -25% | -9% | -2.8% | -1% | 8.9 | 95 | 58%*
O=S(=O)(c1cc(Cl)ccc1Cl)N1CCCC1 | 9% | -3.6% | -0.1% | 40% | 0% | 9.3% | -2% | 0.2 | 49 | 3%
Cc1cc(C)c(S(=O)(=O)N2CCCCC2)c(C)c1-n1ncnn1 | 3% | -1.7% | -0.1% | 11% | -2% | -0.6% | 6% | 0.4 | 45 | -18%
CC1(C(=O)N(c2ccccc2)C(C(=O)NC2CCCC2)c2ccccn2)CC(=O)N=C2C=CC=CN21 (stereo not given) | -3% | -1.6% | -0.2% | -28% | 0% | 1.8% | 1% | -1.6 | 61 | -6%
COc1ccc(S(=O)(=O)N2CN3CCN(C3)C2)cc1 | -2% | . | -0.1% | -10%[20 µM] | -4% | -0.5% | 4% | -0.3 | 47 | -26%
CCOc1ccc(C(=O)O)cn1 | 13% | 2.1% | 0.7% | 21% | 6% | 0.2% | 21% | 0.1 | 97 | -39%
COC(=O)C1=C(C(=O)OC)[C@@H]2Nc3ccccc3[C@@]23C[C@@H](C(=O)OC)N=C3N1 | -10% | 2.0% | -0.2% | 28% | -1% | 2.0% | 0% | -0.4 | 87 | -5%
O=C(COC(=O)C1C2CC3OC(=O)C1C3C2)Nc1ccccc1 (stereo not given) | 5% | 6.2% | -0.2% | -34% | 7% | 0.6% | 24% | -0.1 | 45 | 53%
COc1cccc2cc(-c3cc(=O)oc4cc(C)c(OCC(C)=O)cc34)oc12 | -19% | 7.1% | -0.1% | -50% | 3% | 0.1% | -16% | 0.0 | 65 | 71%*
N#Cc1ccc(C(=O)Nc2nnc(-c3cccs3)o2)cc1 | 7% | -2.7% | 0.3% | -6% | 3% | -0.7% | 12% | 0.5 | 90 | 2%
COCCOC(=O)c1c(C)oc2ccc(OC(=O)COc3c(F)c(F)c(F)c(F)c3F)cc12 | 7% | 7.7% | -0.1% | -1% | 8% | 0.5% | 4% | 0.3 | 72 | -24%
O=C(c1ccccc1)N1CCN(C(=O)N2CCCCC2)CC1 | 2% | -7.6% | ? | 8% | 13% | 0.1% | -1% | 0.3 | 46 | -1%
N=c1c(S(=O)(=O)c2ccc(Cl)cc2)cc2c(=O)n3ccccc3nc2n1CC1CCCO1 (stereo not given) | -8% | 4.1% | -0.1% | -11% | 6% | 0.4% | 21% | 5.5 | 55 | -29%
NNC(=O)c1cc2nc(-c3cccs3)cc(C(F)(F)F)n2n1 | 3% | 0.4% | -0.1% | -32%[20 µM] | -3% | -0.5% | -7% | 1.5 | 74 | -13%
O=C(NN=C1CCCCCC1)c1ccc(Cl)s1 | 8% | 3.3% | -0.1% | -6% | -1% | -0.1% | 0% | 1.5 | 59 | -60%
Cc1ccc(C)c(S(=O)(=O)N2CCCOC2CNC(=O)C(=O)NCc2cccs2)c1 (stereo not given) | 1% | -0.5% | -0.1% | -24% | 1% | -0.2% | -2% | -0.4 | 79 | 7%
O=C(COc1ccccc1)N(Cc1cccs1)C1CCS(=O)(=O)C1 (stereo not given) | -16% | 4.8% | -0.3% | -34% | 4% | 0.5% | 5% | -0.7 | 58 | -6%
CCOC(=O)CC(NS(=O)(=O)c1ccc(NC(C)=O)cc1)c1ccc(OCC)cc1 (stereo not given) | 8% | -1.7% | -0.2% | -44% | -3% | 3.6% | -5% | 1.0 | 61 | -40%
CCOC(=O)c1ccc(Oc2nc(NC)nc(OC)n2)cc1 | -1% | -3.4% | 0.5% | -6% | 5% | 6.3% | 0% | 0.0 | 88 | 20%
O=C(COc1cccc2ccccc12)NNC(=O)Nc1ccccc1 | 4% | -1.6% | 0.2% | -23% | 5% | 0.3% | -20% | 1.2 | 40 | -2%

Quoted from the listing.
NTR1 ag cell count 20 µM, COCCOC(=O)c1c(C)oc2ccc(OC(=O)COc3c(F)c(F)c(F)c(F)c3F)cc12 : 72
NTR1 ag, Cc1ccc(C)c(S(=O)(=O)N2CCCOC2CNC(=O)C(=O)NCc2cccs2)c1 (stereo not given) : -0.4
GPR35 antagonists, O=C(COc1ccccc1)N(Cc1cccs1)C1CCS(=O)(=O)C1 (stereo not given) : -16%
NOD1 inhibition, O=C(c1ccccc1)N1CCN(C(=O)N2CCCCC2)CC1 : -1%

Later entries:
SMILES | GPR35 antagonists | KOR beta-arrestin-1 | GPR55 activation | KOR beta-arrestin-2 | MgcRacGAP inhibition | UTI89 phage lysis | GPR55 antagonists | NTR1 ag | NTR1 ag cell count 20 µM | NOD1 inhibition
NC(=O)C1C(c2ccccc2)=C1c1ccccc1 | -4% | 3.9% | 0.5% | 10% | 9% | 0.2% | -11% | 0.6 | 84 | 4%
O=C(c1ccc(S(=O)(=O)N2CCCCC2)cc1)N1CCN(Cc2ccc3c(c2)OCO3)CC1 | 9% | -2.5% | -0.2% | 1% | 10% | 0.4% | 9% | . | . | -11%
O=C(OCC(=O)N1CCN(C(=O)c2ccco2)CC1)c1cc(-c2cccc(Br)c2)nc2ccccc12 | -12% | 0.2% | 0.3% | -1% | 9% | -0.1% | 23% | 4.8 | 86 | -14%
Cc1ccc(NC(=O)c2ccc(C(C)(C)C)cc2)cc1[N+](=O)[O-] | 8% | -9.0% | -0.3% | 30% | 7% | 5.2% | 2% | 13 | 43 | -14%
COC(=O)c1c(C)oc2ccc(N(C(=O)c3ccncc3)S(=O)(=O)c3ccccc3)cc12 | 8% | 6.4% | -0.1% | 4% | -10% | -0.3% | 18% | 2.9 | 46 | 30%
COc1ccc(CN(C(=O)c2cc3ccccc3oc2=O)C2CCCCC2)cc1OC | -2% | -1.2% | 0.0% | -13% | 0% | -0.7% | -8% | 1.4 | 83 | 37%
COc1cc(OC)c(C(=O)OCC(=O)NC2CCCC2)cc1OC | 10% | -3.1% | 0.0% | -20% | 10% | 0.0% | 3% | -0.9 | 88 | -4%
CCN1CCN(C(=O)CN(c2ccccc2C)S(C)(=O)=O)CC1 | 2% | -1.8% | -0.1% | 11% | 2% | 0.0% | 20% | 0.6 | 84 | -3%
C=CCOc1ccc(C2C(C(=O)c3ccc(C)o3)=C(O)C(=O)N2Cc2cccnc2)cc1 (stereo not given) | -4% | 16% | -0.2% | -27% | 5% | 1.1% | -10% | -1.7 | 40 | 39%
O=C1CCC(C(=O)N2CCCCO2)CN1Cc1ccc(Cl)cc1 (stereo not given) | 3% | 12% | -0.1% | -6% | 10% | 0.0% | 5% | -1.0 | 65 | -15%

Part of the list above, as comma-separated lines.
SMILES,GPR35 antagonists,KOR beta-arrestin-1,GPR55 activation,KOR beta-arrestin-2,MgcRacGAP inhibition,UTI89 phage lysis,GPR55 antagonists,NTR1 ag,NTR1 ag cell count 20 µM,NOD1 inhibition
C=CCOc1ccc(C2C(C(=O)c3ccc(C)o3)=C(O)C(=O)N2Cc2cccnc2)cc1 (stereo not given),-4%,16%,-0.2%,-27%,5%,1.1%,-10%,-1.7,40,39%
O=C(OCC(=O)N1CCN(C(=O)c2ccco2)CC1)c1cc(-c2cccc(Br)c2)nc2ccccc12,-12%,0.2%,0.3%,-1%,9%,-0.1%,23%,4.8,86,-14%

(more compounds)
SMILES | GPR35 antagonists | KOR beta-arrestin-1 | GPR55 activation | KOR beta-arrestin-2 | MgcRacGAP inhibition | UTI89 phage lysis | GPR55 antagonists | NTR1 ag | NTR1 ag cell count 20 µM | NOD1 inhibition
CN(C)c1ccc(C2N(c3ccc(F)cc3)C(=O)C3CCCN32)cc1 (stereo not given) | 4% | 2.4% | -0.1% | -43% | 3% | 5.8% | 6% | -2.5 | 52 | 25%
O=C(Oc1ccc(-c2ccccc2)cc1)C1C2CCCCC21 (stereo not given) | 10% | 5.3% | -0.3% | 34% | 9% | 1.4%[50 µM] | 7% | 4.7 | 61 | 3%
CC(=O)NC(=O)c1cnn(-c2ccccc2)c1N | 4% | 1.2% | 0.0% | 0% | -7% | -0.3% | 8% | 0.4 | 46 | -6%
COc1ccc(/C=N/NC(=O)C2CC2)c(OC)c1OC | -10% | -2.1% | -0.1% | 12% | 11% | -0.7%[50 µM] | -4% | 2.5 | 56 | -37%
